From PubChem BioAssay
Insulin prom inh = TRM-6 insulin promoter activity inhibition. TRM-6 cells (human fetal islet line), insulin promoter-eGFP reporter, imaging; reporter expression induced with tamoxifen. inhibition, % at 2 µM. actives 0.9% (n = 130,000);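 active = inhibition above the mean plus 3 SD, with well images judged a real hit on visual review, cut at about 60% in these data, passing the limit was not always enough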
SDO1 yeast rescue = compounds rescuing growth of sdo1-depleted yeast, bone marrow failure model | S. cerevisiae sdo1-depleted JHY4D growth rescue, OD600 30 h; stronger effect = higher value; pdr5 snq2 efflux-pump mutant strain | actives 0.21% (n = 140,000) | z-score at 10 µM;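 active = z-score above 3 at both the 24 hr and the 30 hr optical density reads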;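 also: z-score against mean and SD of all compound wells on the same plate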
SDO1 yeast rescue Rescue 24 h = second read-out of SDO1 yeast rescue, no call of its own (marks repeat the call); z-score; S. cerevisiae sdo1-depleted JHY4D growth rescue, OD600; measured here: growth rescue at 24 h;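 0 is the plate mean of compound wells and units are plate SD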
An asterisk follows results filed as active; x = not tested or not shown; & = joins results of further samples.

Insulin prom inh | SDO1 yeast rescue | SDO1 yeast rescue Rescue 24 h | canonical_smiles
57 | -1.4 | -0.49 | COC(=O)c1c(NC(=O)c2cccs2)sc2c1CCCC2
-14 | 0.06 | -0.93 | COCCNC(=S)N(CCc1c(C)[nH]c2ccc(C)cc12)Cc1cc(OC)c(OC)c(OC)c1
32 | 0.04 | -0.46 | CN(Cc1nc2ccccc2c(=O)[nH]1)c1ccccc1
7 | -0.53 | -0.68 | Cc1ccc(/C=C2/SC(=S)N(CCC(=O)N3CCN(c4ccccc4)CC3)C2=O)cc1
-16 | x | x | Cc1cc(=O)oc2c1c(C)nn2-c1cccc(Cl)c1
33 | x | x | COC(=O)c1ccccc1NC(=S)NC(=O)COc1ccc(C)cc1
13 | x | x | Cn1cccc1-c1cc(C(=O)N/N=C/c2cccc(O)c2)[nH]n1
25 | -1.8 | -1.8 | O=C(Nc1ccc(N2CCN(C(=O)c3ccco3)CC2)cc1)c1ccc(F)cc1
17 | 3.6 | 2.6 | CCOC(=O)c1cc(OC(=O)c2ccccc2)n(-c2ccccc2)n1
19 | x | x | O=Nc1onc(-c2ccc([N+](=O)[O-])cc2)c1NO
-46 | 0.68 | 0.28 | Cc1csc(SCC(=O)Nc2ccccn2)n1
x | -0.01 | -0.2 | Cc1cccc(/C=N/NC(=O)Cn2nccc2C)n1
x | -2.3 | -1.3 | Cc1ccccc1C(=O)O/N=C/c1c(N2CCOCC2)n(C)c2ccccc12
67 | -0.11 | -0.5 | CC(C)(C)c1cnnn1-c1ccc(C=O)cc1
-81 | 0.44 | 0.46 | CCCC(=NCCc1c(C)[nH]c2ccccc12)C1=C(O)CC(c2ccccc2)CC1=O (stereo not given)
36 | x | x | O=C(O)CC/C(=N\NC(=O)CNC(=O)c1cccc(Cl)c1)c1ccccc1
-4 | -0.19 | 0.06 | c1ccc(N2CCN(c3nnnn3-c3ccccc3)CC2)cc1
9 | -1.1 | -0.94 | CCC1CCCCN1C(=S)Nc1ccc(OC(F)F)cc1 (stereo not given)
-38 | 0.2 | 0.57 | CCC(C(=O)N1CCN(c2ccccc2OC)CC1)c1ccccc1 (stereo not given)
-215 | x | x | Cc1ccc(C)n1-c1ccc(N(C)C)cc1
-27 | x | x | Cc1nccn1CCC(=O)Nc1ccc(Cl)cc1
6 | 0.58 | 0.2 | Cc1cccc2c1CC(C)(C)N=C2C1=C(O)CC(C)(C)CC1=O
-62 | 0.16 | 0.79 | COc1ccc2c3c(c(=O)oc2c1OCC(=O)C(C)(C)C)CCCC3
-58 | 0.46 | -0.65 | CCCc1[nH]c(=O)c(C#N)c2c1CCCC2
x | -0.72 | -0.89 | CN1CCN(C(=O)C2CCN(S(=O)(=O)c3cnc[nH]3)CC2)CC1
6 | -1.7 | -0.86 | Nc1nc(CSC(=S)N2CCN(c3ccccc3)CC2)nc(Nc2ccc(F)cc2)n1
64 | 1 | 0.04 | CC1(C)C=C(c2ccc(O)cc2)CC(C)(C)N1
-21 | -1.4 | -0.8 | CN(c1ccc(C(=O)Nc2ccccc2Sc2ccccc2)cc1)S(C)(=O)=O
8 | -0.89 | -1.2 | O=C(/C=C/c1ccc(Cl)c(Cl)c1)NCc1ccco1
16 | -1.4 | -0.6 | C=C(C)COc1ccc(-c2nc(N)ncc2-c2ccc(OC)cc2)c(O)c1
32 | 0.48 | -0.18 | O=C(Nc1ccccc1)N1CCN(c2ccccn2)CC1
x | 0.79 | 0.01 | CCOc1ncccc1C(=O)OCC(=O)N1CC(=O)Nc2ccccc21
-45 | -0.29 | -1 | O=C(/C=C/c1cccc(Cl)c1)NCCc1ccccc1
73* | 0.51 | -0.9 | Cc1ccc(N2CCN(c3ccc(NC(=O)CCC(=O)O)cc3)CC2)cc1
15 | 0.78 | 1.1 | CCc1cc2c(N3CCN(c4nnc(CC)s4)CC3)ncnc2s1
30 | -0.21 | -0.89 | Cc1cccc(-n2nc(C(=O)c3ccco3)cc(-c3nc4ccccc4[nH]3)c2=N)c1
-35 | 0.74 | 0.69 | c1ccc(CN2CCN(C3=Nc4cccc5cccc3c45)CC2)cc1
x | -1.2 | -0.47 | CCN(CC)c1ccc(/C=C2/SC(=O)N(C(C)C)C2=O)o1
x | -0.07 | -0.39 | CC1(C)CC2CC(C)(CN2CC(=O)C(C#N)c2ccccc2)C1 (stereo not given)
67 | 1.4 | 2.1 | O=C1N[C@@H](Cc2ccccc2)C(=O)N1CCN1CCOCC1
x | 0.48 | 1.2 | CCCCn1c2nc3ccccc3nc2c2c(=O)n(CCC(C)C)cnc21
5 | 0.76 | 0.7 | O=C(NCc1cccs1)c1ccccc1
21 | x | x | CC(=O)Nc1cccc(-c2nc3ccccc3[nH]2)c1
-56 | 0.08&0.71 | 0.22&1 | O=C(NCc1ccccc1)c1ccc2c(c1)C(=O)N(CC1CCCO1)C2=O (stereo not given)
-114 | x | x | Fc1ccc(N2CCN(c3nnnn3-c3ccccc3)CC2)cc1
x | 0.72 | 0.14 | C=CCNc1sc(C(=O)C2CC2)c(N)c1C#N
x | -2 | -1.1 | O=C(NC1CCCC1)c1sc(=S)n2c1[nH]c(=O)c1ccccc12
-50 | x | x | Cc1ccccc1OCCOC(=O)c1nc2nccc(C)n2n1
-73 | 0.96 | 0.32 | CCOC(=O)c1ccc(-n2c(N)c(C(=O)NCc3ccco3)sc2=S)cc1
3 | -1.5 | -1.5 | O=c1/c(=C\c2ccc(O)cc2)sc2n1C(c1ccccc1)C(c1ccccc1)=NN=2 (stereo not given)
30 | 1.4 | 1.2 | Cc1ccc(Nc2nc(N)nc(CN3CCCCCC3)n2)c(C)c1
34 | -0.5 | 0 | N#Cc1c(NC(=O)c2ccc(N3CCOCC3)c([N+](=O)[O-])c2)sc2c1CCCC2
-2 | 1.1 | 0.67 | Cc1c(NC(=O)CSc2nncc3ccccc23)c(=O)n(-c2ccccc2)n1C
-24 | 1.4 | 1.6 | O=C(O)CSc1nc(-c2ccccc2)cc(=O)[nH]1
-20 | -0.77 | -0.49 | CCOc1ccccc1Nc1nnc(SCc2nnc(-c3cc(OC)c(OC)c(OC)c3)o2)s1
-12 | 1.6 | 2.4 | OC(CN1CCCCC1)CN(c1ccccc1)c1ccccc1 (stereo not given)
-289 | x | x | CC(=O)c1sc(NC(=O)COc2ccc(Cl)cc2Cl)nc1C
x | -0.19 | -0.32 | CN(C)S(=O)(=O)c1ccc(NS(=O)(=O)/C=C/c2ccccc2)cc1
x | -0.53 | -0.31 | Cc1nn(-c2ccccc2)c(N)c1N=Nc1ccccc1
x | 0.27 | 0.13 | O=C(CN1C(=O)CSC1=O)c1ccccc1

Other records.
Insulin prom inh | SDO1 yeast rescue | SDO1 yeast rescue Rescue 24 h | canonical_smiles
15 | x | x | CCOC(=O)NN1C(=O)c2ccccc2NC1c1cccnc1 (stereo not given)
x | -1.5 | -1.4 | CCCCn1c(C(C)NC(=O)CCC)nc2ccccc21 (stereo not given)
x | 0.74 | -0.07 | CCOc1ccc(CNC23CN4CN(CN(C4)C2)C3)cc1
-20 | 0.1 | 0.11 | Cc1c(Br)cc(C(=O)NCCCN2CCOCC2)c(C)c1C
-47 | -0.23 | 0.45 | COc1ccc(C(=O)c2coc(-c3ccccc3C(=O)O)c2C(=O)O)cc1
9 | -0.36 | -1.1 | O=C(NCCc1c[nH]c2ccccc12)C1CCN(c2nnc(N3CCCC3=O)s2)CC1
22 | -1.9 | -1.6 | Cc1ccccc1-n1nnnc1Sc1nnnn1-c1ccccc1
-25 | x | x | COc1ccc(C/C(C)=N/NC(=O)C2COc3ccccc3O2)cc1 (stereo not given)
4 | 0.21 | -0.71 | Cn1cccc1C(=O)NC(=O)COC(=O)c1ccc(O)cc1
x | 0.5 | 0.62 | COC(=O)c1ccc(-c2ccc(CNCC(O)c3ccccc3)o2)cc1 (stereo not given)
-350 | -0.67 | -1.4 | CN(C(=O)c1ccc(NC(=O)C2CC=CCC2C(=O)O)cc1)c1ccccc1 (stereo not given)
-25 | 0.74 | 0.36 | O=C(CC1(O)C(=O)Nc2cc(Cl)cc(Cl)c21)c1ccccc1O (stereo not given)
-272 | 0.45 | 0.13 | Cc1ccc2c(c1)C(O)(CC(=O)c1cccnc1)C(=O)N2 (stereo not given)
-34 | 0.55 | 0.39 | CCn1nnnc1-c1ccc(OC)c(S(=O)(=O)Nc2ccc(C)c(C)c2)c1
0 | x | x | COc1cccc(C2=NN(C(=O)c3ccc(C)o3)C(O)(C(F)(F)F)C2)c1 (stereo not given)
-17 | x | x | Cc1ccc(SCC(=O)NCc2ccc(F)cc2)cc1
30 | -0.42 | -0.3 | COC(=O)c1cn(CC(=O)NC2CCCCC2)c2ccccc12
50 | x | x | CN(C)S(=O)(=O)c1cccc(NC(=O)CSc2nncn2-c2ccccc2)c1
8 | 0.64 | -0.08 | COc1ccc(NC(=O)CNS(=O)(=O)c2cccs2)c(OC)c1
-176 | 0.28 | -0.29 | CC(=O)C1C(c2ccncc2)NC(=O)NC1(O)C(F)(F)F (stereo not given)
x | 0.58 | 0.47 | CCOC(=O)COc1ccc(Oc2nc(C)cc(OC)n2)nn1
-3 | -0.18 | -0.48 | CCNC(=O)CN(c1ccc(OC)c(OC)c1)S(=O)(=O)c1ccccc1
-14 | 0.34 | 0.31 | CON(C)c1nc(Oc2ccc(=O)[nH]n2)nc(N(C)C)n1
-19 | -0.12 | -0.13 | Cc1occc1-c1nnc(SCC(=O)Nc2nccs2)n1CCc1ccccc1
x | -0.8 | -0.83 | C/C(=N\NC(=S)NC1CCCCC1)c1ccc(C#N)cc1
x | 0.99 | 0.24 | O=C(NC(=O)N1CCOCC1)c1ccccc1
14 | x | x | COc1ccc(Cc2c(N)nc(C)nc2N)cc1
x | -1.8 | -1.8 | CCOC(=O)c1c(-c2ccccc2)csc1NC(=O)c1ccc(S(=O)(=O)N2CC(C)OC(C)C2)cc1 (stereo not given)
38 | -0.76 | -1.1 | CC1(C)CC(=O)C(C(c2ccccc2F)C2C(=O)CC(C)(C)CC2=O)C(=O)C1
25 | -1.4 | -1.2 | COCCCn1c(SCc2cccc(OC)c2)nc2cc(OC)c(OC)cc2c1=N
62* | 0.81 | -0.18 | O=C(O)C1C2CCC(O2)C1C(=O)NCc1ccc(Cl)cc1 (stereo not given)
25 | 0.81 | 1.2 | CCOC(=O)Cn1c(=O)c(-c2ccccc2NC)nc2ccccc21
-7 | -0.54 | -0.33 | CSCCC(NC(=O)C1CCC(C)CC1)C(=O)N1CCN(c2ccccn2)CC1 (stereo not given)
-44 | 0.21 | -0.04 | Cc1ccc(S(=O)(=O)c2cc3c(=O)n4ccccc4nc3n(CC3CCCO3)c2=N)cc1C (stereo not given)
31 | 0.14 | -0.57 | CCCNC(=O)COc1ccc2c(=O)c(Oc3ccccc3F)coc2c1
31 | x | x | COc1cc(C(=O)Nc2cccc(-c3cn4cccnc4n3)c2)cc(OC)c1OC
-33 | 1.2 | 0.87 | CSCC[C@H](NC(=O)c1cccc([N+](=O)[O-])c1C)c1nc2ccccc2[nH]1
43 | -0.7 | -1.2 | COC(=O)C(C(=O)Nc1cccc(C)n1)C1CCCCCC1 (stereo not given)
x | 0.78 | 0.86 | COc1ccccc1CNC(=O)c1cnc2ccccn2c1=O
38 | 0.44 | 0.57 | Nc1cccnc1Sc1ccc([N+](=O)[O-])cn1
60* | 0.14 | 0.15 | Cc1cc(=O)oc2cc(OCC(=O)OCC(=O)Nc3ccccc3C(C)C)ccc12
64 | -0.85 | -0.29 | Cc1ccccc1-n1c(SCc2ccccn2)nc2n[nH]c(C)c2c1=N
28 | 0.04 | -0.68 | Cc1ccc(NC(=O)CCC(C(=O)O)N2C(=O)c3ccccc3C2=O)cc1 (stereo not given)
x | 1.2 | 1.5 | O=C(NC1CCCCC1)C(c1ccc(F)cc1)N(Cc1ccco1)C(=O)Cn1nnc2ccccc21 (stereo not given)
14 | x | x | O=Cc1cc2ccccc2nc1SCCCF
69 | 0.11 | -0.16 | CCC1S/C(=N/C(=O)NC2CCCCC2)NC1=O (stereo not given)
55 | 0.76 | 1 | CCCC(=O)Nc1c(O)c2ccccc2[nH]c1=O
-91 | x | x | COCC(C)n1c(SCc2ccc(OC)c(F)c2)nc2ccccc2c1=O (stereo not given)
-37 | -0.13 | 0.85 | CCN(c1ccc(NC(=O)COC(=O)c2ccc(C)c(S(=O)(=O)N3CCOCC3)c2)cc1)C(C)C
x | 1.5 | 1.2 | O=c1[nH]c(=O)n(-c2ccc(F)cc2)c2c1C(C(F)(F)F)(C(F)(F)F)N=C(c1ccc(F)cc1)N2
x | 1 | 1.6 | COc1ccc(OC)c(C(=O)COC(=O)CNC(=O)c2ccccc2)c1
73* | -2.2 | -1.4 | COc1ccc(NC(=O)c2ccco2)cc1NC(=O)c1ccc(Br)o1
